Assay outcomes: PubChem, National Center for Advancing Translational Sciences (NCATS)
Menin MLL FP TR – menin-MLL binding inhibition, Texas Red mutant peptide; Menin + Texas Red MLL mutant peptide, fluorescence polarization; Potency, µM (series often up to 61.6 µM), for the others: at the highest dose FP activity change, negative = inhibition, usual class: inhibitors; actives 0.23% (n = 270,000); active = well fitted inhibition curve with a large enough effect in the polarisation, with a control signal flat, not every such curve was filed as active; inconclusive = small, poorly fitted or top-dose-only effect, or effect the other way, or a change in a side signal; inactive = no such curve, though single readings can be large or run the other way; the % refers to the polarisation; also: potency is read from the fitted curve at half-maximal effect; % of control where 0% means no effect; many of its hits are not listed in these tables
Target sequence (O00255 whole entry, looked up): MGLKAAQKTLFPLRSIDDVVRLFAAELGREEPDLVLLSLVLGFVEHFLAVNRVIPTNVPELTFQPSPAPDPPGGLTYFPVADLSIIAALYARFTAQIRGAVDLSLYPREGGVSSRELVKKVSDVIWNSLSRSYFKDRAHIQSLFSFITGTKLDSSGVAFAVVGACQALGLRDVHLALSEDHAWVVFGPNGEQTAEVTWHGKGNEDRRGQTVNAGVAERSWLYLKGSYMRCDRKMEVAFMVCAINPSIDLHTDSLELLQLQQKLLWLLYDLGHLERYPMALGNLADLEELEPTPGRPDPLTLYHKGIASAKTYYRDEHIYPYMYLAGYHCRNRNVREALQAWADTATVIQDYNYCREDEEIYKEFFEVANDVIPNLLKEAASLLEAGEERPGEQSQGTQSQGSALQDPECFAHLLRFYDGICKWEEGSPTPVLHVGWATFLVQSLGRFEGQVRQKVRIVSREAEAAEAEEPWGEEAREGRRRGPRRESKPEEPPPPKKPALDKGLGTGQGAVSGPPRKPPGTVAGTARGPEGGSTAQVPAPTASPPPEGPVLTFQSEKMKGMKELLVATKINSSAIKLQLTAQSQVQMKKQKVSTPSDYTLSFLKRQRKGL
KCNH2 3.1 inh – blocks the human KCNH2 3.1 channel isoform; U2OS KCNH2 3.1, thallium flux FluxOr; stronger effect = lower value; activity change, % (tested at about 1.8 µM); actives 0.95% (n = 340,000); AID 720553;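 active = maximum activity change below -70%; inconclusive = maximum activity change from -70% to -50%; inactive = maximum activity change above -50%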;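 also: thallium influx rate constant from kinetic fluorescence after stimulation buffer; % is scaled to controls: 0 for no effect and ±100 for the full control effect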
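Channel expression came from 3.1 mutant virus (1.77 x 10^8 /mL) applied to suspended U2OS cells for 4 h. Flux was tracked with FluxOr dye plus Red40 quencher, and kinetic rate constants normalized to controls.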
FBPA coupling cs – coupling enzyme interference in Giardia aldolase counter-screen | coupling enzyme system counterscreen, AmpLite Red fluorescence | activity change, negative = inhibition, % at 58.2 µM, hits read low | actives 0.67% (n = 290,000); in the data active = activity change below about -30%; also: % is scaled to controls: 0 for no effect and ±100 for the full control effect
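Coupling enzymes only (glyceraldehyde-3-phosphate) + compound, at 57.5 uM final, 10 min RT; add substrate/coupling/AmpLite Red mix, 20 min RT; fluorescence ex 525/em 598 nm. Actives flag coupling-system interference.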
USP2a inh – blocks human ubiquitin-specific protease USP2a. O75604. USP2 core, Ub-CHOP2 coupled fluorogenic reporter, 485/531. Potency, µM (highest dose often 38.3 µM), inactives show at the highest dose activity change, negative = inhibition, usual class: inhibitors. actives 0.01% (n = 330,000);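 also: potency is read from the fitted curve at half-maximal effect; plate controls were DMSO wells for no effect and full inhibition by NEM control for full effect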
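USP2 core (10nM final) preincubated 30min RT with compound in 20mM Tris-HCl pH 8.0, 2mM CaCl2, 2mM beta-mercaptoethanol, 0.05% CHAPS; 25nM Ub-CHOP2 plus 25nM reporter substrate added, fluorescence (Ex485/Em531) read after 60min.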
TRPV1 agonist – activates the human vanilloid receptor TRPV1 | actives 0.19% (n = 320,000) | AID 540275 | activation, % at 8.33 µM | TRPV1-expressing cells, Fluo-8 calcium influx, agonist mode; in the data active = activation above about 80%; inconclusive = between about 30% and that limit; also: 0% is about no effect
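Fluo-8 calcium influx in TRPV1-expressing cells, kinetic read (ex 480/em 520 nm). Compound added and read 3 min for agonist activity, followed by capsaicin at EC20 final and 2 min further read for enhancement.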
GALK inh – inhibitors of human galactokinase | P51570 | Purified GALK, Kinase-Glo residual ATP luminescence | Potency, µM (series often up to 57.5 µM), for inactives: top-dose activity change, negative = inhibition, hits mostly inhibitors | actives 0.007% (n = 270,000) | AID 1868; also: potency is read from the fitted curve at half-maximal effect; % is scaled to controls: 0 for no effect and ±100 for the full control effect
Target sequence (P51570 whole entry, looked up): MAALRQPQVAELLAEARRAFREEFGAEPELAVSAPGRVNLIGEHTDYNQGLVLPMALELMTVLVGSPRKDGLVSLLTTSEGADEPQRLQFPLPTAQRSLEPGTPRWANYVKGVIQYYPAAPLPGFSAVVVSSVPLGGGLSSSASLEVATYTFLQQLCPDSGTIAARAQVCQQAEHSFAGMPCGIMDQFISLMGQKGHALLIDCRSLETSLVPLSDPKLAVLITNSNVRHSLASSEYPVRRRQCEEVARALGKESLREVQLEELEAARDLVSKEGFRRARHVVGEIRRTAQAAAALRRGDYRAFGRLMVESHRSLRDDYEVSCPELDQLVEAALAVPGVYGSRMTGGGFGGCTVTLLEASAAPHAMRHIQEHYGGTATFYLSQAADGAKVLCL
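ATP-depletion format; final 35 uM ATP, 100 uM D-galactose, 5 nM enzyme; pH 8.0 HEPES/Mg2+ buffer; 60 min RT; luminescence read 10 min after detection reagent.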
hERG WT inh – inhibitors of human wildtype KCNH2 potassium channel. U2OS, BacMam KCNH2, thallium flux FluxOr; stronger effect = lower value. activity change, % at 1.84 µM. actives 0.37% (n = 340,000);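 active = maximum activity change below -70%; inconclusive = maximum activity change between -70% and -50%; inactive = maximum activity change above -50%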; also: % is scaled to controls: 0 for no effect and ±100 for the full control effect
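U2OS cells were transduced with wild-type KCNH2 virus (2.03 x 10^8 / mL) for 4 h at room temperature, then cultured overnight at 37 C. Thallium flux was read with FluxOr dye. Rate constants were normalized to DMSO controls.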
MLL CXXC-DNA inh – blocks binding of human MLL CXXC domain to DNA | Q03164 | MLL-CXXC / FITC-HOXA9 DNA fluorescence polarization | Potency, µM (highest dose often 115 µM), inactives show at the top dose activity change, negative = inhibition, actives largely listed as inhibitors | actives 0.037% (n = 290,000); active = well fitted inhibition curve with a large enough effect in the polarisation, with a control signal flat, not every such curve was filed as active; inconclusive = small, poorly fitted or top-dose-only effect, or effect the other way, or a change in a side signal; inactive = no such curve, though single readings can be large or run the other way; the % refers to the polarisation; also: potency is read from the fitted curve at half-maximal effect
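Purified MLL-CXXC (added from a 7 uM solution) was preincubated 5 min at ambient with pinned compounds in 50 mM Tris-HCl pH 7.5, 50 mM NaCl, 1 mM DTT, 0.05% BSA. Fluorescein-labeled HOX-A9 DNA (50 nM solution) followed, 30 min, then polarization read.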
B2AR arrestin – agonists driving beta-arrestin recruitment to human beta2-adrenergic receptor. P07550. beta-arrestin recruitment to beta2AR, cell-based reporter. Potency, µM (top dose mostly 46.1 µM), for the others: at the highest dose activation, actives largely listed as activators. actives 0.02% (n = 330,000). AID 492947;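 also: potency is read from the fitted curve at half-maximal effect; 0% = DMSO controls and full agonism = EC100 isoproterenol or metaproterenol; nearly all actives have a fitted effect of over 65% in size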
PKM2 activator – increases activity of human pyruvate kinase M2; purified PKM2, Kinase-Glo ATP luminescence, activation; response scale: 0% is enzyme alone, no compound; Potency, µM (series often up to 57.5 µM), without a hit: top-dose activation, hits mostly activators; actives 0.34% (n = 260,000); P14618; also: potency is read from the fitted curve at half-maximal effect; % is scaled to controls: 0 for no effect and ±100 for the full control effect; nearly all actives have a fitted effect of over 55% in size
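hPK-M2, >95% pure; 0.1 mM ADP / 0.5 mM PEP final; imidazole pH7.2 buffer w/ 7 mM MgCl2, 50 mM KCl; 1 h RT; Kinase-Glo lum. Intermediate enzyme activity for dual inhibitor/activator qHTS.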
Giardia kill – Giardia lamblia killing; Giardia lamblia trophozoite viability; actives 0.15% (n = 340,000); activity change, % at 7.66 µM, hits read low; in the data active = activity change below about -80%; inconclusive = between about -30% and that limit;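 also: parasites exposed to compound for two days anaerobically before the ATP read; % is scaled to controls: 0 for no effect and ±100 for the full control effect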
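Trophozoite viability was measured as ATP-dependent luminescence, read 15-30 min after reagent addition. Before that, parasites at 100 cells/well were exposed to compounds for 48 h, anaerobically, at 37 deg C.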
An asterisk follows results filed as active; ? = inconclusive; nt = no result given; [ ] = dose if it differs, or a comment. Unless noted, calls follow the shape of the dose curve; as a rule, active = well fitted curve in the direction sought with a large enough effect; inconclusive = small, poorly fitted or top-dose-only effect, or another doubt; inactive = no such curve, though single readings can be large; an effect the other way counts as inactive or inconclusive.

Start of the data: the first 2 compounds as a preview:
structure	Menin MLL FP TR	KCNH2 3.1 inh	FBPA coupling cs	USP2a inh	TRPV1 agonist	GALK inh	hERG WT inh	MLL CXXC-DNA inh	B2AR arrestin	PKM2 activator	Giardia kill
CC(=O)c1ccc(S(=O)(=O)N2CCN(C(=O)CSC(=S)N3CCCC3)CC2)cc1	nt	14	nt	-1%	1	nt	10	nt	-0.2%	nt	-1
Cc1ccc(C(=O)N2CCN(c3ccc(N4CCOCC4)nn3)CC2)cc1C	nt	-6	nt	-3%	-2	nt	-6	nt	0.1%	nt	-6

The list itself, from the start:
structure	Menin MLL FP TR	KCNH2 3.1 inh	FBPA coupling cs	USP2a inh	TRPV1 agonist	GALK inh	hERG WT inh	MLL CXXC-DNA inh	B2AR arrestin	PKM2 activator	Giardia kill
CC(=O)c1ccc(S(=O)(=O)N2CCN(C(=O)CSC(=S)N3CCCC3)CC2)cc1	nt	14	nt	-1%	1	nt	10	nt	-0.2%	nt	-1
Cc1ccc(C(=O)N2CCN(c3ccc(N4CCOCC4)nn3)CC2)cc1C	nt	-6	nt	-3%	-2	nt	-6	nt	0.1%	nt	-6
CCOC(=O)Cc1csc(NC(=O)c2c(-c3c(F)cccc3Cl)noc2C)n1	-2%	11	3	2%	-1	-1%	-4	24%	-0.3%	1%	-5
O=C1C2CC=CCC2C(=O)N1c1n[nH]c(-c2ccccc2)n1 (stereo not given)	nt	-14	-1	2%	1	0%	-14	4%	-0.1%	5%	5
CCN(C(=O)COC(=O)C1CC1C)c1c(N)n(Cc2ccccc2)c(=O)[nH]c1=O (stereo not given)	nt	-6	nt	1%	1	nt	-4	nt	-0.3%	nt	5
COc1ccc(NCc2n[nH]c(=O)c3ccccc23)cc1	-3%	-4	-9	2%	-2	0%	7	-1%	3.3%	-1%	3
C=CCOc1ccc(/C=N/NC(=O)CN2CCCCC2)cc1OC	-14%	-25	-1	-2%	2	1%	-11	10%	-0.1%	-5%	-23
CCOc1nc2cnccc2n(CC(=O)Nc2c(C)cccc2CC)c1=O	nt	7	nt	2%	2	-7%	11	11%	-0.1%	nt	-6
CCS(=O)(=O)Nc1ccc(C2=NN(C(=O)c3ccco3)C(c3ccc(Cl)o3)C2)cc1 (stereo not given)	nt	-7	nt	-2%	nt	nt	17	nt	-0.5%	nt	-6
Cc1ccc(NC(=S)N(CCN(C)C)Cc2cccs2)c(C)c1	-20%	-17	-1	0%	3	-1%	-3	2%	0.1%	-2%	11
CCNC(=S)NNC(=O)c1ccc(OC(F)F)cc1	2%	6	-1	-4%	3	1%	67	9%	2.8%	-6%	-7
CNNC(=O)C(=O)NNS(=O)(=O)c1ccccc1	-4%	12	0	4%	-1	15%	-8	9%	0.2%	2%	-11
COc1ccc(/C=N/NC(=O)C(C)n2nnc3ccccc32)cc1OC (stereo not given)	0%	0	-3	2%	1	-1%	-5	2%	0.2%	3%	20
O=C(Cc1n[nH]c(=O)c2ccccc12)Nc1cccc(S(=O)(=O)N2CCCC2)c1	nt	-9	4	-8%	-1	5%	-3	-2%	0.1%	-7%	11
CC1Cc2ccccc2N1S(=O)(=O)c1cccc(C(=O)N2CC(=O)Nc3ccccc32)c1 (stereo not given)	nt	7	-7	1%	12	-1%	6	35%	-0.5%	5%	21
Cc1c(C2(O)C(=O)Nc3ccc(F)cc32)c(=O)n(-c2ccccc2)n1C (stereo not given)	9%	13	3	-1%	0	-3%	-7	-5%	-0.1%	7%	4
C=CCOC(=O)c1sc(NC(=O)c2ccc(OC)cc2)nc1C	-13%	14	0	0%	0	6%	0	-7%	-1.8%	-6%	-3
O=C(CN1CCCCC1)Nc1ccccc1	1%	-1	3	3%	2	2%	0	9%	-0.2%	3%	2
Cc1nnc(SCc2ccccc2)n1CC1CCCO1 (stereo not given)	-5%	-24	4	0%	-12	2%	-2	-5%	-0.5%	-9%	16
O=c1[nH]nc(C(F)(F)F)c2nnn(Cc3ccccc3Cl)c12	?	-5	10	0%	1	nt	-16	11%	-0.3%	nt	-25
CC(C)(C)n1nc(-c2ccc(Cl)cc2)c2c(N)ncnc21	-1%	-5	-1	1%	13	-3%	2	-4%	0.6%	2%	-6
CC1CCCCN1C(=O)c1ccc(Br)o1 (stereo not given)	0%	3	1	1%	-2	-2%	-15	1%	0.6%	-2%	-7
COc1ccccc1NS(=O)(=O)c1cccc(NC(=O)Nc2ccccc2)c1	?	-4	0	-2%	18	-3%	7	-2%	-0.7%	4%	-1
Cc1nc2ccc(S(=O)(=O)NCC(=O)NCCc3ccc(Cl)cc3)cc2s1	-3%	-12	0	1%	0	-1%	-4	14%	0.3%	nt	3
O=C(CSCc1ccco1)NC1CCCC1	-17%	2	2	1%	3	2%	3	17%	-0.6%	11%	3
O=C(CNC1CCCC1)Nc1ccc(S(=O)(=O)N2CCCCC2)cc1	-13%	-5	2	0%	9	-1%	-4	0%	-0.6%	-4%	-9
CC(C)CNC(=O)COC(=O)c1ccccc1SCC(=O)NCC(C)C	-7%	3	0	3%	0	3%	-1	1%	1.0%	1%	0
CCCN1CCC(=O)N([C@H](CN=[N+]=[N-])CC(C)C)CC1	-19%	1	-1	1%	-2	nt	0	5%	0.3%	0%	30[activator]
COc1cc(NC(=O)C2CCCO2)c(OC)cc1Cl (stereo not given)	-22%	4	1	2%	-2	3%	3	-3%	-1.0%	6%	1
CCc1nc(SCc2ccc([N+](=O)[O-])cc2)n[nH]1	-5%	-2	-11	3%	2	nt	-7	3%	-0.2%	24%	-2

Single values from the results shown:
Result of CCS(=O)(=O)Nc1ccc(C2=NN(C(=O)c3ccco3)C(c3ccc(Cl)o3)C2)cc1 (stereo not given) under KCNH2 3.1 inh: -7
Result of COc1ccccc1NS(=O)(=O)c1cccc(NC(=O)Nc2ccccc2)c1 under Giardia kill: -1
Result of O=C(CSCc1ccco1)NC1CCCC1 under KCNH2 3.1 inh: 2
Result of Cc1nnc(SCc2ccccc2)n1CC1CCCO1 (stereo not given) under Menin MLL FP TR: -5%

Next part
structure	Menin MLL FP TR	KCNH2 3.1 inh	FBPA coupling cs	USP2a inh	TRPV1 agonist	GALK inh	hERG WT inh	MLL CXXC-DNA inh	B2AR arrestin	PKM2 activator	Giardia kill
N/C(=N\OC(=O)COc1ccc(Cl)cc1)c1cccnc1	-9%	4	0	1%	-1	1%	12	6%	0.4%	3%	-6
Cc1cc(C)cc(C(=O)NCC(=O)N2CCC3(CC2)NCCc2[nH]cnc23)c1	8%	9	1	1%	3	1%	2	-3%	-0.2%	nt	-18
CCSc1nnc(COc2ccccc2)n1CC	nt	0	5	-16%	2	3%	2	0%	0.0%	0%	-24
CCOc1ccccc1NC(=S)Nc1ccccc1F	11%	-8	-2	1%	-5	-1%	5	-7%	0.3%	-5%	-1
O=C(O)CNC(=O)C1CCCN1C(=O)CNC(=O)OCc1ccccc1 (stereo not given)	-13%	-2	-1	0%	4	nt	-2	-8%	0.5%	nt	-16
COc1cc(C2C3C(C)N(C)C(=O)N(C)C3N(C)C(=O)N2C)ccc1O (stereo not given)	3%	-4	0	0%	-2	2%	-8	-6%	3.0%	-9%	7
O=C1CCC(C(=O)N2CCN(c3cnccn3)CC2)CN1CCc1cccc(F)c1 (stereo not given)	nt	-6	nt	-2%	-1	-3%	25	6%	0.0%	-7%	-7
CCC(C)NC(=O)c1ccccc1NC(=O)Nc1ccccc1 (stereo not given)	-18%	15	0	-2%	2	3%	21	-7%	0.5%	20%	8
O=C(N1CCOCC1)N1CCCC(c2nc(-c3cccs3)no2)C1 (stereo not given)	-2%	-5	2	-1%	-1	8%	-9	-6%	0.0%	0%	7
OCCn1c(CSc2nc3ccccc3n2CCO)nc2ccccc21	5%	7	3	-1%	-5	2%	-28	-5%	-0.1%	1%	-24
O=C1C=C(c2ccc(O)cc2)C[C@@H](c2ccc(Cl)cc2)C1	nt	-6	nt	-7%	11	nt	-15	nt	-0.3%	nt	6
O=C(CSc1nc2[nH]c(=O)cc(O)c2s1)Nc1cccc(Br)c1	nt	8	nt	3%	2	nt	1	nt	-0.1%	nt	-21
C[C@H](CO)N1C[C@H](C)[C@@H](CN(C)S(C)(=O)=O)Oc2c(NC(=O)Nc3ccc(C(F)(F)F)cc3)cccc2C1=O	nt	-18	nt	-6%	nt	nt	-4	nt	-0.1%	nt	28

An excerpt. The share of hits here may be higher or lower than overall.
